M. tuberculosis HTS = M. tuberculosis growth inhibition, HTS (AID 449762); M. tuberculosis H37Rv growth inhibition, 7H9 media; higher % means a stronger effect; inhibition, % at 25 µM, or IC50 in µM where a hit was titrated; 330,000 tested, 0.59% active; in the data active = a potency from the dose series; inconclusive = inhibition above about 70% without an active follow-up result;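 also: bacterial growth assessed after seven days of incubation; strong numbers were not always called active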
H1N1 NS1A inhibition = H1N1 influenza NS1A inhibitors, functional cell based assay (AID 504329) | NS1A functional cell-based assay, percent inhibition; higher % means a stronger effect | inhibition, % at 12.5 µM; hits with a dose series show IC50 in µM | 340,000 tested, 0.3% active; in the data active = a potency from the dose series; inconclusive = inhibition above about 27% without an active follow-up result; also: strong numbers were not always called active
inhibitors of VEEV = inhibitors of VEEV TC-83 cytopathic effect, confirmation, Vero cells (AID 588727). Vero cells, VEEV TC-83 cytopathic effect inhibition; higher % means a stronger effect. inhibition, % at 20 µM; hits with a dose series show IC50 in µM. 350,000 tested, 0.13% active; in the data active = a potency from the dose series; inconclusive = inhibition mostly from about 14% at the one dose, without a potency; inactive = the rest, 99 in 100 with inhibition below about 12%; also: strong numbers were not always called active
M. tuberculosis = growth inhibition of non-replicating M. tuberculosis (AID 488890); 320,000 tested, 0.39% active; Mycobacterium tuberculosis non-replicating, growth inhibition; higher % means a stronger effect; inhibition, % at 25 µM; hits with a dose series show IC50 in µM; in the data active = a potency from the dose series; inconclusive = inhibition mostly from about 82% at the one dose, without a potency; inactive = the rest, 99 in 100 with inhibition below about 76%;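 also: plate controls were DMSO cells for no effect and high antibiotic wells for full effect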
Salmonella PhoP GFP = Inhibition of PhoP regulon, Salmonella typhi GFP reporter cells, confirmation, 4 h (AID 1850) | Salmonella Typhi PhoP-promoter GFP reporter, fluorescence, 4 h; higher % means a stronger effect | inhibition, % at 50 µM, or IC50 in µM where a hit was titrated | 310,000 tested, 0.33% active; in the data active = a potency from the dose series; inconclusive = inhibition mostly from about 25% at the one dose, without a potency; inactive = the rest, 99 in 100 with inhibition below about 19%;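 also: 0% = induced wells with vehicle and 100% = uninduced wells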
inhibitors of VEEV 10K pilot screen = second read-out of inhibitors of VEEV, no call of its own (marks repeat the call); inhibition, %; measured here: 10K pilot screen inhibition
An asterisk follows results filed as active; i = inactive; u = inconclusive; x = no result given; & = joins results of further samples.

SMILES	M. tuberculosis HTS	H1N1 NS1A inhibition	inhibitors of VEEV	M. tuberculosis	Salmonella PhoP GFP	others
CCN(CC)C1=N/C(=C\c2ccco2)C(=O)N1c1ccccc1	0%	-9%	1.3%	37%	3%
CCOC(=O)c1[nH]c2ccccc2c1NC(=O)CCN1CCN(C(=O)OCC)CC1	-9%	-8%	i	-18%	-4%&7%
Cc1c(Cl)c(-c2n[nH]c(=S)n2-c2ccc(F)cc2)nn1C	-7%	12%	0.9%	-17%	4%
ONC(=Nc1ccccc1Cl)c1ccccc1Cl	4%	-1%	2.3%	9%	3%
CCn1c(O)c(N=NC(=S)NCC2CCCO2)c2ccccc21 (centres undefined)	43%	2%	11%	15%	-4%
N#Cc1c(-c2ccccc2)cc(C2CC2)nc1SCC(=O)O	-1%	2%	0.7%	6%	-4%
CCOc1ccccc1CNC(=O)C1Cc2cc(S(=O)(=O)N3CCCCC3)ccc2N1C(C)=O (centres undefined)	-1%	2%	0.9%	44%	3%
COc1ccc(N(CC(=O)NC2CCCCCC2)S(=O)(=O)c2ccc(C)cc2)cc1OC	1%	-9%	4.3%	-7%	4%
CCC(C)c1ccc(N(CC(=O)NC(C)(C)C)C(=O)CNC(=O)c2cccs2)cc1 (centres undefined)	-7%	-8%	i	-6%	5%
Cc1cc(C)c(C(N)=O)c(NCCc2ccccc2)n1	-7%	-9%	0.3%	-8%	-3%
CCOC(=O)c1ccccc1Cc1nc2ccccc2c(=O)[nH]1	-2%	-5%	0.8%	24%	-6%
Cc1ccc(C2CC(=O)N(c3ccc(F)cc3)C3=C2C(=O)CCC3)cc1 (centres undefined)	-6%	5%	7.3%	11%	2%
CCn1c(NC(=O)c2ccc(C)cc2)c2ccccc2nc1=O	0%	0%	5.7%	-5%	-3%
CN(Cc1ccccc1Cl)C(=O)CCNC(=O)c1ccco1	x	4%	1.1%	x	x
O=C(CNC(=O)c1ccc(N2C(=O)c3ccccc3C2=O)cc1)OCC(=O)c1cccc2ccccc12	16%	3%	i	-6%	-8%

Next part (4 carried over from the part before).
SMILES	M. tuberculosis HTS	H1N1 NS1A inhibition	inhibitors of VEEV	M. tuberculosis	Salmonella PhoP GFP	others
Cc1ccc(C2CC(=O)N(c3ccc(F)cc3)C3=C2C(=O)CCC3)cc1 (centres undefined)	-6%	5%	7.3%	11%	2%
CCn1c(NC(=O)c2ccc(C)cc2)c2ccccc2nc1=O	0%	0%	5.7%	-5%	-3%
CN(Cc1ccccc1Cl)C(=O)CCNC(=O)c1ccco1	x	4%	1.1%	x	x
O=C(CNC(=O)c1ccc(N2C(=O)c3ccccc3C2=O)cc1)OCC(=O)c1cccc2ccccc12	16%	3%	i	-6%	-8%
N#CC1=C(N)Oc2cc(N)ccc2C1c1ccccc1 (centres undefined)	x	8%	0.1%	x	x
CCOc1ccc(Br)cc1S(=O)(=O)N1CCC(C(=O)O)CC1	-9%	3%	0.9%	-6%	5%
FC(F)(F)c1cc(N2CCN(Cc3ccccc3)CC2)c2ccccc2n1	1%	2%	i	10%	5%
COc1cc(OC)cc(C(=O)N/N=C\c2ccoc2)c1	-11%	5%	0.8%	5%	-7%
Cc1cc(=O)[nH]c2c(C)c(Cl)ccc12	-13%	x	x	-2%	-7%
Cc1ccc(N(CC(=O)N/N=C/c2ccc(OC3CSC3)cc2)S(=O)(=O)c2ccccc2)c(C)c1	u	6%	3.0%	15%	-14%
COc1cc(CN2CCN(CCOCCO)CC2)cc(OC)c1OC	-1%	5%	0.1%	-31%	0%
COc1cc(NC(=O)CCn2c(=S)oc3ccccc32)cc(OC)c1OC	10%	2%	i	-6%	5%
COc1cccc(C(=O)Nc2cc(NC(=O)c3cccs3)ccc2C)c1OC	u	2%	5.3%	u	-2%
Cc1cccc(NC(=O)NCC2CC2)c1	-3%	-39%	i	11%	5%
COCCn1c(=NC(=O)/C=C/c2ccccc2Cl)sc2cc(NC(C)=O)ccc21	1%	-13%	1.1%	-8%	4%
CC(C)Cn1nc(C(=O)NCc2ccccc2CN2CCCC2)c2ccccc2c1=O	13%	2%	i	33%	x
CN(C)S(=O)(=O)c1cccc(NC(=O)C(c2ccccc2)c2ccccc2)c1	-11%	12%	0.5%	1%	5%
CCN(CCO)Cc1cc(=O)oc2c(C)c(C)ccc12	2%	7%	i	10%	8%
CCOc1ccccc1CNc1ncnc2ccc(-c3c(C)noc3C)cc12	18%	-3%	5.3%	5%	x

Among those listed so far, these have a cyano group:
SMILES	M. tuberculosis HTS	H1N1 NS1A inhibition	inhibitors of VEEV	M. tuberculosis	Salmonella PhoP GFP	others
N#Cc1c(-c2ccccc2)cc(C2CC2)nc1SCC(=O)O	-1%	2%	0.7%	6%	-4%
N#CC1=C(N)Oc2cc(N)ccc2C1c1ccccc1 (centres undefined)	x	8%	0.1%	x	x

Already shown: 6 of the compounds above.
SMILES	M. tuberculosis HTS	H1N1 NS1A inhibition	inhibitors of VEEV	M. tuberculosis	Salmonella PhoP GFP	others
Cc1cccc(NC(=O)NCC2CC2)c1	-3%	-39%	i	11%	5%
COCCn1c(=NC(=O)/C=C/c2ccccc2Cl)sc2cc(NC(C)=O)ccc21	1%	-13%	1.1%	-8%	4%
CC(C)Cn1nc(C(=O)NCc2ccccc2CN2CCCC2)c2ccccc2c1=O	13%	2%	i	33%	x
CN(C)S(=O)(=O)c1cccc(NC(=O)C(c2ccccc2)c2ccccc2)c1	-11%	12%	0.5%	1%	5%
CCN(CCO)Cc1cc(=O)oc2c(C)c(C)ccc12	2%	7%	i	10%	8%
CCOc1ccccc1CNc1ncnc2ccc(-c3c(C)noc3C)cc12	18%	-3%	5.3%	5%	x

Following part.
SMILES	M. tuberculosis HTS	H1N1 NS1A inhibition	inhibitors of VEEV	M. tuberculosis	Salmonella PhoP GFP	others
COC(=O)c1cn(NC(=O)c2ccccc2[N+](=O)[O-])c(=O)c2ccccc12	3%	5%	0.2%	-12%	9%
NC(=O)CCCn1c(C(=O)c2ccc(Cl)cc2)c2ccc([N+](=O)[O-])cc2[n+]1[O-]	-4%	7%	i	u	7%	inhibitors of VEEV 10K pilot screen=0.0
CCOC(=O)c1sc(N)c(C(=O)Nc2ccccc2)c1C	3%	-5%	4.5%	16%	-20%
Cc1cccc(OCC(=O)NC(=S)Nc2ccccc2N2CCOCC2)c1C	-4%	-4%	0.9%	5%	9%
O=C1CSC2=NCN(c3ccc4c(c3)OCO4)CN12	u	-7%	0.5%	38%	0%
CC(=O)Nc1cccc(NC(=S)Nc2ccc(F)cc2F)c1	-4%	-8%	1.1%	19%	4%
CC(Sc1nc(=O)cc(N)n1CCc1ccccc1)C(=O)NCc1ccccc1 (centres undefined)	-1%	-1%	i	18%	12%
CCSCCOC(=O)C1=C(C)NC(=O)NC1c1ccc2c(c1)OCO2 (centres undefined)	-2%	-9%	0.9%	x	13%
CC(=O)c1cc2c(cc1NC(=O)Cn1nc(-c3ccc(F)cc3)ccc1=O)OCO2	19%	6%	3.5%	11%	2%
Cc1c(NC(=O)c2ccc(N3C(=O)C4C5C=CC(C5)C4C3=O)cc2)c(=O)n(-c2ccccc2)n1C (centres undefined)	5%	-2%	2.7%	2%	-9%
CCC(C)NCCOc1ccc(C(C)(C)c2ccccc2)cc1 (centres undefined)	u	4%	i	i	-7%
O=c1[nH]c(NCc2ccco2)nnc1Cc1ccccc1Cl	-12%	-2%	6.4%	19%	-2%
O=C(CCN1C(=O)c2ccccc2S1(=O)=O)N1CCN(c2ccccc2F)CC1	-2%	-2%	0.6%	-8%	-2%
COc1ccc(C(=O)c2ccc(Br)cc2)cc1	6%	-2%	0.4%	17%	6%	inhibitors of VEEV 10K pilot screen=1.1
Nc1c(C(=O)Nc2ccc3c(c2)OCCO3)nnn1CCc1ccccc1	6%	1%	9.7%	20%	-2%
CCN(C(=O)CSc1nnc(-c2ccccc2OC)n1N)c1c(N)n(Cc2ccccc2)c(=O)[nH]c1=O	x	-6%	1.7%	x	x
C=CCn1c(O)c(C(CC)=NCCc2ccccc2)c(=O)[nH]c1=O	-9%	-8%	1.5%	20%	-10%
CCn1c(C)c(C(C)=O)c(N2CCCC2)nc1=S	0%	3%	i	-2%	2%
O=C(CSc1ccc(-c2ccc(Cl)cc2)nn1)Nc1ccc2c(c1)OCCO2	3%	1%	0.1%	75%	-16%
Nc1ccccc1N=Nc1ccccc1N	u	18%	i	35%	-3%
Cc1cc(NC(=O)CN2CCN(c3ccccn3)CC2)ccc1Br	45%	-2%	1.8%	30%	-2%
CN1C(=O)/C(=C/c2cccc(Cl)c2)Sc2ccc(C(=O)N3CCCC3)cc21	17µM*	x	x	i	25%
O=C(CSc1nnc(Cn2c(=O)sc3ccccc32)n1-c1ccccc1)N1CCCC1	-16%	5%	0.4%	-7%	-11%
COc1ccccc1NCC(=O)N/N=C/c1cccnc1	x	6%	2.3%	x	4%
COc1ccccc1-n1c(-c2ccccc2)nc2ccccc2c1=O	x	20%	i	x	x
O=C(Nc1nc(-c2ccc(Oc3ccccc3)cc2)cs1)C1=COCCO1	6%	-6%	6.9%	52%	-3%
O=C(c1cc(-c2ccco2)nc2ccccc12)N1CCN(Cc2ccccc2)CC1	3%	-15%	3.2%	30%	x
O=C1CCCCCCCN1Cc1ccccc1	-3%	-5%	0.2%	-8%	-5%
CCOC(=O)C1=C(C)NC(C)=C(C(=O)OCC)C1C(=O)OCC(=O)NC1(C#N)CCCCC1	-5%	6%	8.8%	3%	-4%
Cc1ccc(N=Nc2[nH]c3ccccc3c2O)cc1	0%	-5%	1.6%	-2%	-11%

Retrieved by structure from above, 2 records:
SMILES	M. tuberculosis HTS	H1N1 NS1A inhibition	inhibitors of VEEV	M. tuberculosis	Salmonella PhoP GFP	others
COc1ccccc1-n1c(-c2ccccc2)nc2ccccc2c1=O	x	20%	i	x	x
O=C(CSc1nnc(Cn2c(=O)sc3ccccc32)n1-c1ccccc1)N1CCCC1	-16%	5%	0.4%	-7%	-11%

(cont.)
SMILES	M. tuberculosis HTS	H1N1 NS1A inhibition	inhibitors of VEEV	M. tuberculosis	Salmonella PhoP GFP	others
COc1ccccc1-n1ccnc1SCC(=O)NCc1ccco1	-3%	2%	i	10%	1%
N#Cc1ccccc1OCC(=O)OCC(=O)c1ccc2c(c1)NC(=O)CO2	-6%	4%	4.0%	13%	10%	inhibitors of VEEV 10K pilot screen=0.5
Cc1ccc(-c2c(C)n([O-])c3c([n+]2=O)CCC3)o1	1%	2%	0.3%	-3%	4%
C=CCOC(=O)C1=C[C@H](C2CC2)[C@@H](CCCO)[C@H](OCC)O1	-6%	-9%	1.3%	1%	-5%
CC(Oc1ccc(Cl)cc1Cl)C(=O)Nc1ccc(O)cc1 (centres undefined)	-9%	-4%	1.6%	x	3%
O=C(NCCCN1CCN(c2ccccc2F)CC1)C1CC(=O)N(C2CCCC2)C1 (centres undefined)	-11%	-2%	2.6%	x	-4%
Cc1ccc(NC(=O)CN(c2ccccc2)S(=O)(=O)N(C)C)cc1	3%	-3%	0.1%	3%	1%
CC(c1ccco1)N(C(=O)CSc1ccc(Br)cc1)c1ccccn1 (centres undefined)	2%	3%	3.0%	28%	-2%

Assay outcomes deposited in PubChem by Southern Research Specialized Biocontainment Screening Center.
